Screening data (PubChem BioAssay)
Keap1 Nrf2 FP: disrupts human Keap1 binding to Nrf2 peptide. Q14145. Keap1 Kelch-Nrf2 peptide fluorescence polarization, 1536-well. inhibition, % at 9.4 µM. actives 0.15% (n = 340,000). AID 504523; in the data active = inhibition above about 12%;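 also: human Keap1 Kelch domain with fluorescein labeled Nrf2 9mer peptide probe; 0% = neutral control wells and 100% = peptide positive control; higher means more block of Keap1 binding to Nrf2 peptide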
LANA DNA inh: inhibitors of KSHV LANA C-terminal domain DNA binding. MBP-C-LANA/FAM-LBS DNA binding, fluorescence polarization. inhibition, % at 9 µM. actives 0.078% (n = 340,000). AID 504423;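 active = highest replicate inhibition at or above 60% at 9 µM, even if other replicates fall short; inactive = all replicates below 60% inhibition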;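 also: 0% = neutral control wells and 100% = 4 µM acridine orange control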
V-ATPase pH: alters yeast V-ATPase proton transport. S. cerevisiae, pHLuorin cytosolic pH fluorescence. response, % at 10 µM. actives 0.37% (n = 350,000); in the data active = response mostly above about 7.3%, no sharp cut-off; inactive = mostly below about 5.4%; also: actives read high; inactives centre near 0; some compounds called inactive have numbers as strong as hits; reference of the scale not given here
MOR-DOR ag: OPRM1-OPRD1 heterodimerization agonism | P35372+P41143 | cells, luminescence | activation, % at 9.3 µM | actives 0.3% (n = 340,000); in the data active = activation above about 18%;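 also: 0% = vehicle-treated cells and 100% = reference agonist; values of inactives mirror those of a sister screen read the other way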
Target sequence (P35372 whole entry, looked up): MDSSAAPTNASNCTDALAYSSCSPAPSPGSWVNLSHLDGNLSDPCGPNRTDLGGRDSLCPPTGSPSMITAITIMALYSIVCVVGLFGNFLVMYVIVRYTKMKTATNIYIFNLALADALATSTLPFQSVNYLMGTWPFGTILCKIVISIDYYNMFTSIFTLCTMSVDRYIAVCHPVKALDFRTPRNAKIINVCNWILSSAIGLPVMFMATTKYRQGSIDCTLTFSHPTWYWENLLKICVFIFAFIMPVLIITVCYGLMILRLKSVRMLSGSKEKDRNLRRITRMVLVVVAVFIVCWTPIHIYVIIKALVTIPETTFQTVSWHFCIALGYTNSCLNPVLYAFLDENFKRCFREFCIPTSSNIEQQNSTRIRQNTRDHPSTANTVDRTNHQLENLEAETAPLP
Target sequence (P41143 whole entry, looked up): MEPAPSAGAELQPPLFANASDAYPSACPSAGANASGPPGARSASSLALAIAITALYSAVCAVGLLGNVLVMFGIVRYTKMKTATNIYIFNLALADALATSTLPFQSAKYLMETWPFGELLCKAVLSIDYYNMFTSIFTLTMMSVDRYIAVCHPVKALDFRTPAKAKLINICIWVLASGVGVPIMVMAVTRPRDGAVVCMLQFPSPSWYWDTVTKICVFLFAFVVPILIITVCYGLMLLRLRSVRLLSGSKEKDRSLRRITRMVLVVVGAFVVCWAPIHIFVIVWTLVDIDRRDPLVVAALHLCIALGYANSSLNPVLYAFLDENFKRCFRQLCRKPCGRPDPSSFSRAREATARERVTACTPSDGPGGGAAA
RTF Ca sens act: increases calcium sensitivity of human cardiac regulated thin filaments; actives 0.24% (n = 340,000); activation, % at 7.2 µM; IANBD-labeled TnC RTF fluorescence at EC20 calcium; 0% EC20 calcium, 100% full calcium; AID 493008; P19429+P45379;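 active = activation above the mean over all tested compounds plus 3 SD, cut at about 30% in these data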;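 also: rise in fluorescence read as greater calcium sensitivity of cardiac thin filaments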
Cardiac RTF inh: cardiac RTF calcium desensitization; P19429+P45379; inhibition, % at 7.15 µM; actives 0.12% (n = 340,000); IANBD-labeled cardiac RTF, Ca2+ fluorescence;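 active = inhibition above the mean inhibition of all tested compounds plus 3 SD, cut at about 17% in these data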;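 also: assay run at fixed EC70 calcium of 1.6 mM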
CAL-PDZ inh HTS: blocks peptide binding to the human CAL PDZ domain; purified CAL PDZ, TMR-peptide fluorescence polarization, 1 h; inhibition, % at 24.9 µM; actives 0.92% (n = 300,000);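 active = mean inhibition of at least 30% with at least half of replicates also reaching 30%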;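 also: 0% = DMSO neutral control and 100% = excess unlabeled competitor peptide PRC23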
HTR5A inv ctr: counter-screen for OPRM1-OPRD1 inverse agonists: human HTR5A inverse agonism; inhibition, % at 9.3 µM; HTR5A cell line, luminescence; P47898; actives 0.083% (n = 340,000); in the data active = inhibition mostly above about 23%, no sharp cut-off; inactive = mostly below about 18%;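 also: 0% = cells with DMSO and 100% = no-cell wells with DMSO; some compounds called inactive have numbers as strong as hits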
HTR5A ag ctr: HTR5A agonism, opioid heterodimer counter-screen | P47898 | HTR5A agonist assay, luminescence, cell-based | activation, % at 9.3 µM | actives 0.61% (n = 340,000); in the data active = activation mostly above about 9.5%, no sharp cut-off; inactive = mostly below about 7.6%;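 also: 0% = cells with vehicle only and 100% = reference agonist; strong numbers were not always called active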
OPRM1-OPRD1 inv: inverse agonist of human OPRM1-OPRD1 heterodimerization; P35372+P41143; cell-based MOR-DOR heterodimer luminescence, inverse agonism; inhibition, % at 9.3 µM; actives 0.21% (n = 340,000); AID 504357; in the data active = inhibition above about 22%, passing the limit was not always enough;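 also: 0% = cells with DMSO and 100% = wells without cells with DMSO; values of inactives mirror those of a sister screen read the other way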
Starred values were filed as active, the others as inactive; · = not tested or not shown.

SMILES	Keap1 Nrf2 FP	LANA DNA inh	V-ATPase pH	MOR-DOR ag	RTF Ca sens act	Cardiac RTF inh	CAL-PDZ inh HTS	HTR5A inv ctr	HTR5A ag ctr	OPRM1-OPRD1 inv
Cc1nccn1S(=O)(=O)c1cc([N+](=O)[O-])ccc1Cl	-3	4.4	2	1.3	-3	-15	-5	4	3	-9
CCOC(=O)c1[nH]c2ccccc2c1NC(=O)NC1CCCCC1	4	-1.7	4	-2.5	8	-4	-2	3	2	11
CN1CCN(C(=O)CC23CC4CC(CC(C4)C2)C3)CC1	2	0.2	-2	-4.0	4	1	·	-1	0	22
CC1CC(C(F)(F)F)n2ncnc2N1 (configuration not stated)	-1	-2.7	0	-0.5	3	-6	0	9	-1	3
Cc1occc1C(=O)NCc1nc(-c2ccccc2)no1	-3	1.1	1	-2.7	1	-7	-4	1	0	14
CC(C)c1ccc(C2C3=C(CC(C)(C)CC3=O)NC3=C2C(=O)c2ccccc23)cc1 (configuration not stated)	1	0.9	-2	-3.0	3	6	-1	-14	1	17
O=C(CNC(=O)c1cccc(OC(F)F)c1)OCn1nnc2ccccc2c1=O	0	-0.2	-2	-3.1	-2	-2	0	9	-3	16
O=C(O)c1ccc(N/N=C/c2ccc3nccnc3c2)cc1	-2	-0.9	-4	-4.6	-2	-4	6	6	0	23
Cc1ccc(N2C(=O)C(F)(F)C2c2ccccc2)cc1 (configuration not stated)	1	0.5	-1	9.6	2	-2	-4	16	-3	-52
Oc1ccccc1CNc1cnc2ccccc2c1	-8	-0.9	-3	0.4	4	2	-2	13	-1	-2
CC(=O)Nc1sc(C)c(C)c1C(=O)OCC(=O)Nc1cc(S(=O)(=O)N2CCCCC2)ccc1Cl	-2	1.1	0	-1.1	-5	-6	-1	-5	0	6
CCCC(CCC(=O)NC1CCCCC1)C(=O)O (configuration not stated)	1	-1.1	-2	-2.1	-3	-1	1	9	-3	9
C[N+](C)(C)CCCCCC[N+](C)(C)C	-5	1.6	-2	-2.0	3	-1	-1	-4	-1	11
COc1ccc(-c2csc(NC(=O)CN3C(=O)NC4(CCCC4)C3=O)n2)cc1OC	0	-2.6	1	-1.1	-9	0	-5	-28	11	7
COc1ccc(CCNC(=O)CCc2ccc(S(=O)(=O)NCC(C)C)cc2)cc1	2	0.2	2	0.3	4	-32	-5	4	-2	-2
CC(=O)c1c(C(=O)O)c2ccccc2[nH]c1=O	-1	-0.5	-5	-1.4	1	-2	1	11	4	7
COc1ccccc1NC(=O)Cc1noc(CN(C)Cc2cccs2)n1	1	-1.0	1	-0.6	8	0	·	14	-4	3
O=C(Nc1ccc(N2CCN(C(=O)c3ccccc3)CC2)c(Cl)c1)c1ccco1	-2	2.9	-4	0.6	0	1	-4	10	3	-4
CCC(Oc1ccccc1C)C(=O)N1CCCN(C)CC1 (configuration not stated)	2	-0.2	4	-1.7	2	-1	3	9	1	9
C=CC[C@@H](CC(=O)NCCO)C(=O)N[C@H](COC(=O)[C@H](CC=C)CC(=O)OC(C)(C)C)Cc1c[nH]c2ccccc12	-2	1.5	3	-0.2	3	-3	0	-2	0	1
CC1(C)CC(=O)C2=C(C1)Nc1ccccc1NC2c1cccs1 (configuration not stated)	-4	-0.1	0	-3.3	-4	19*	1	17	-7	16
O=C(CCCN1C(=O)/C(=C/c2cccs2)SC1=S)Nc1cccc(O)c1	-2	1.1	-2	0.5	-1	-8	-3	-41	-4	-3
COc1ccc(-c2csc(NC(=O)C3=COCCO3)n2)c(OC)c1	5	1.2	1	0.2	-6	-4	0	4	-2	-1
O=C(CSc1nc2[nH]ncc2c(=O)[nH]1)N1CCCCC1	-8	-0.5	-2	1.7	-3	2	3	-4	5	-9
COCCN(C(=O)COC(=O)/C=C/c1cccc(C(F)(F)F)c1)c1c(N)n(CC(C)C)c(=O)[nH]c1=O	-2	0.3	-3	-3.1	0	1	-7	7	-2	16
CCOC(=O)c1cccc(NC(=O)C2(S(=O)(=O)c3ccc(Cl)cc3)CC2)c1	-2	-0.8	0	1.6	-3	-5	·	-1	1	-9
COc1ccc(NC(=O)Nc2nnc(N3CCCCC3C)s2)cc1OC (configuration not stated)	3	0.2	2	1.1	0	-13	·	20	-7	-7
O=C(N/N=C(/CC(=O)c1cccs1)C(F)(F)F)c1ccc(O)cc1	-9	-1.6	-1	-2.9	8	4	0	-19	-2	16
CCCCOP(=O)(c1ccc(N(C)C)cc1)C(O)c1ccc(OC)cc1 (configuration not stated)	-4	-1.1	-2	-1.2	-2	2	-2	-12	3	6
Cc1ccnc(NC(=O)c2ccc(S(=O)(=O)c3ccccc3)cc2)c1	0	-1.5	3	-1.2	-3	2	-12	-4	1	6
C/C=C(\C)CN1CCN(c2ccccc2F)CC1	2	-2.3	-1	-3.5	-6	11	-5	8	6	19
CCCNC(=O)CN(Cc1ccco1)S(=O)(=O)c1ccc(OCC)cc1	-1	-0.8	-3	-0.3	-6	-27	1	-5	4	2
Cc1cc(C)n(-c2ccc(C(=O)NC3CCCCC3)cc2)n1	0	-0.4	-5	-1.9	4	-2	4	3	4	9
O=C(NCCc1ccco1)C(=O)NCC1OCCCN1S(=O)(=O)c1ccc(Cl)cc1 (configuration not stated)	-7	0.9	3	3.5	-5	-6	2	-6	10	-19
CC1CCN(S(=O)(=O)c2ccc(C(=O)OC(C)C(=O)NC3CCCCC3C)cc2)CC1 (configuration not stated)	-5	0.5	-1	-1.4	-3	-10	·	-4	0	8
COc1ccc(C2C(C#N)=C(N)N(c3sc4c(c3C#N)CCCC4)C3=C2C(=O)CC(C)(C)C3)cc1OC (configuration not stated)	-11	0.2	5	23*	-2	-10	-2	-5	1	-143
CCc1ccc(C(=O)NNc2ccc(F)cc2F)cc1	5	0.8	-2	-2.0	4	0	-4	-20	8	10
CC(C)CNC(=O)COC(=O)C1c2ccccc2Oc2ccccc21	-3	-1.4	-3	-1.5	-4	-21	-1	-1	0	7
COc1ccc(C(=O)N2CCC(n3nccc3NC(=O)C3CC3)CC2)cc1F	-3	2.8	4	-3.9	0	-4	-3	16	1	13
Nc1ccc2nc(SCc3cccc(F)c3)sc2c1	1	-0.1	-1	-0.2	0	0	-2	-19	2	1
CCOc1ccc(N(CC(=O)NCc2ccc3c(c2)OCO3)C(=O)c2csnn2)cc1	-1	3.3	3	-2.4	-9	0	-7	-3	1	13
COc1ccccc1CCC(=O)OCC(=O)NC1CCCC1	4	-0.7	3	-1.2	8	-7	·	-3	1	7
CCOC(=O)c1cc(C#N)c(SCc2ccc(C#N)cc2)nc1C	3	2.4	-4	-1.9	1	0	-3	-7	2	12
CCCS(=O)(=O)N1CCC(C(=O)NCCCN2CCCC2=O)CC1	-3	-1.1	2	-3.4	-14	19*	-2	9	-4	19
CN(C)CCNC(=O)c1cccc(S(=O)(=O)Nc2ccc(F)cc2)c1	-1	-0.3	6.2*	0.1	3	-6	-4	-14	5	0
CN1C(=O)Cc2cc(S(=O)(=O)NCCc3ccc(Cl)cc3)ccc21	-1	-1.2	-2	-1.4	-3	-3	2	5	3	7
CCOc1ccc(CCNC(=O)c2nnc(Cc3ccc(F)cc3)o2)cc1OCC	-2	-1.5	-1	-1.9	-2	-1	·	0	0	10
N/C(=N\c1nc2c(c(=O)[nH]1)CCCC2)Nc1ccccc1Sc1ccccc1	1	-0.4	-3	1.6	-5	-8	-5	-4	1	-8

3 entries from above, sorted by SMILES length, high to low:
SMILES	Keap1 Nrf2 FP	LANA DNA inh	V-ATPase pH	MOR-DOR ag	RTF Ca sens act	Cardiac RTF inh	CAL-PDZ inh HTS	HTR5A inv ctr	HTR5A ag ctr	OPRM1-OPRD1 inv
COc1ccc(C2C(C#N)=C(N)N(c3sc4c(c3C#N)CCCC4)C3=C2C(=O)CC(C)(C)C3)cc1OC (configuration not stated)	-11	0.2	5	23*	-2	-10	-2	-5	1	-143
COc1ccc(-c2csc(NC(=O)CN3C(=O)NC4(CCCC4)C3=O)n2)cc1OC	0	-2.6	1	-1.1	-9	0	-5	-28	11	7
CC(C)CNC(=O)COC(=O)C1c2ccccc2Oc2ccccc21	-3	-1.4	-3	-1.5	-4	-21	-1	-1	0	7

Next part
SMILES	Keap1 Nrf2 FP	LANA DNA inh	V-ATPase pH	MOR-DOR ag	RTF Ca sens act	Cardiac RTF inh	CAL-PDZ inh HTS	HTR5A inv ctr	HTR5A ag ctr	OPRM1-OPRD1 inv
CN(Cc1ccccc1)C(=O)C1CCCN(c2ncnc3c2nc2n3CCCCC2)C1 (configuration not stated)	-2	0.7	-2	-1.1	-1	-3	-1	-2	1	6
COC(=O)c1ccc(NC(=O)COc2ccc(C3C(C#N)=C(N)Oc4c3ccc3ccccc43)cc2OC)cc1 (configuration not stated)	3	-0.2	-4	1.1	-2	-2	-1	-31	14*	-6
Cc1c(C(=O)Nc2nccs2)oc2ccc(Br)cc12	2	-1.6	-16	2.9	-8	-4	-4	-20	5	-15
OC(CNCC(c1ccc(Cl)cc1Cl)c1c[nH]c2ccccc12)c1ccccc1 (configuration not stated)	-4	-0.3	5	55*	-1	-4	-2	-42	15*	-271
CC(=O)OCC(=O)C1CCC2C3CCC4=CC(=O)C=CC4(C)C3CCC12C (configuration not stated)	-6	-1.0	1	0.5	3	-4	-4	-1	0	-2
CCCSc1nnc(-c2c[nH]c3ccccc23)n1C	-8	-1.1	-2	-1.0	3	-10	0	-9	-2	6
COC(=O)c1ccc(/C=C/C(=O)OCC(=O)NCc2cccs2)cc1	-9	-0.8	1	1.4	-5	-2	-5	-14	4	-7
COC1C=CC=C(C)C(=O)NC2=CC(=O)C(N)=C(CC(C)CC(OC)C(O)C(C)C=C(C)C1OC(N)=O)C2=O (configuration not stated)	0	-3.0	-2	6.3	-5	4	-5	-5	1	-27
CN(C)S(=O)(=O)c1cccc(NC(=O)C2Cc3ccccc3CN2C(=O)c2ccco2)c1 (configuration not stated)	-7	-2.1	0	-2.3	-3	-10	·	-14	2	14
CCc1cc2c(NC(Cc3c[nH]c4ccccc34)C(=O)O)nc(C)nc2s1 (configuration not stated)	-6	1.5	-2	0.5	-1	8	-3	-9	4	-2
CC(C)CC1(C(=O)NCc2cc(F)cc(C(F)(F)F)c2)C=CCN1C(=O)c1ccccc1 (configuration not stated)	8	0.6	-1	-0.5	7	5	1	-22	7	3
CC1=NN(S(=O)(=O)c2ccc(C)cc2)C(=O)c2ccccc2O1	-1	0.2	3	-1.9	-3	-5	-3	-7	-5	10
CC(/C=C/C1[C@H](C)C[C@H](O[C@@H]2O[C@H](CO)[C@@H](O)[C@H](O)[C@H]2O)CC1(C)C)O[C@H]1O[C@H](CO)[C@@H](O)[C@H](O)[C@H]1O (some centres not stated)	-2	-1.1	3	-2.3	8	4	0	-3	6	12
COc1cc2c(cc1OC)C(C)N(C(=O)C1COc3ccccc3O1)CC2 (configuration not stated)	2	-1.8	2	-4.4	5	6	-7	12	-1	18
C#CCOCCOCCOCCNc1nc(N2CCN(C(=O)[C@H](CCCN=C(N)N)n3cc(C(N)[C@@H](C)CC)nn3)CC2)nc(N2CCN(C(=O)[C@H](CCC(=O)O)n3cc([C@@H](N)CCCCN)nn3)CC2)n1 (some centres not stated)	-2	-1.2	4	-3.8	5	-3	2	-8	0	20
